# Fluorescein autfl: compound fluoresces in the fluorescein spectral region | max fluorescein-equivalent concentration, M | 0.91% of 59,000 active | Compound autofluorescence, 480/540 nm, fluorescein-equivalent; stronger effect = higher value; in the data active = max fluorescein-equivalent concentration above about 10 nM; inconclusive = between about 1.1 nM and that limit
#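 Tris 100 mM pH 8.0; 15 min RT; CCD read, ex 480/em 540 nm. Output: fluorescein-equivalent concentration per compound concentration, from six-point dye series on each plate.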
# HEK293 cAMP ctrl: parental HEK293 cAMP activation (counter-screen); 2.5% of 73,000 active; Potency, µM (highest dose often 57.1 µM), inactives show at the top dose activation, hits mostly activators; parental HEK293 CNG cAMP sensor, membrane potential fluorescence; also: potency is read from the fitted curve at half-maximal effect; % of control where 0% means no effect; nearly all actives have a fitted effect of over 55% in size
#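 Counterscreen for endogenous-receptor signalling: CNG-channel HEK 293 cells report cAMP rise by membrane depolarization. After 60 min dye equilibration with 100 uM RO 20-1724, compounds incubated 30 min before bottom-read fluorescence at 590 nm.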
# A350 autofl: compound fluoresces in the Alexa 350 spectral region; Compound autofluorescence, 340/450 nm, Alexa 350 dye-equivalents; stronger effect = higher value; AID 590; 11% of 59,000 active; max dye-equivalent concentration, M; in the data active = max dye-equivalent concentration above about 10 nM; inconclusive = mostly about 1.1 nM to 9.6 nM
# BRCT inh red: BRCT-phosphoprotein interaction inhibition (red fluorophore) | Potency, µM (series often up to 76.9 µM), for inactives: at the highest dose activity change, negative = inhibition, actives largely listed as inhibitors | P38398 | 0.03% of 75,000 active | AID 892 | BRCT-phosphopeptide binding, red fluorescence polarization; also: % is scaled to controls: 0 for no effect and ±100 for the full control effect
#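 Fluorescence polarization: 100 nM His-tagged BRCA1 BRCT with 100 nM TAMRA-labelled phospho-BACH1 decapeptide, phosphate buffer pH 7.3 with 150 mM NaCl, DTT, 0.01% Tween 20; 12 min RT. Binding inhibition seen as FP decrease.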
# USP2a inhib: inhibitors of human ubiquitin-specific protease USP2a; O75604; AID 927; Potency, µM (titrated, usually from 38.3 µM), inactives show at the top dose activity change, negative = inhibition, most hits filed as inhibitors; 0.1% of 60,000 active; USP2a enzymatic assay, qHTS inhibition;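 also: potency is read from the fitted curve at half-maximal effect; nearly all actives have a fitted effect of over 60% in size; plate controls were DMSO for no effect and NEM full inhibition control for full effect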
#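 USP2 core (20nM final) preincubated 30 min RT with compound, then Ub-PLA2 20nM and NBD C6-HPC 20uM final added; buffer 20mM Tris-HCl pH 8.0, 2mM CaCl2. Fluorescence Ex 460/Em 535 read at 0 and 2.5 h; normalized to NEM.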
# BRCT PPI green: inhibitors of human BRCA1 BRCT-phosphoprotein interaction (green fluorophore); Potency, µM (titrated, usually from 76.9 µM), without a hit: at the top dose activity change, negative = inhibition, hits mostly inhibitors; 0.05% of 75,000 active; BRCA1 BRCT-phosphopeptide binding, green fluorescence polarization;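 also: potency is read from the fitted curve at half-maximal effect; plate controls were peptide without protein for full effect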
#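 Fluorescence polarization: His-tagged BRCT (~35 kDa BRCA1 C-terminus, 250 nM) bound to 100 nM fluorescein-labeled phosphorylated 10-aa BACH1 peptide, pH 7.3 phosphate buffer with DTT and Tween 20. Compounds incubated 12 min at room temperature; inhibition read as lowered polarization.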
# Casp1 inh: allosteric or competitive inhibitors of human caspase-1; P29466; Caspase-1 enzyme, Ac-WEHD-AFC fluorogenic rate; Potency, µM (titrated, usually from 57.5 µM), inactives show top-dose activity change, negative = inhibition, actives largely listed as inhibitors; 0.03% of 75,000 active; AID 900;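 also: potency is read from the fitted curve at half-maximal effect; plate controls were vehicle for no effect and no substrate for full effect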
# Texas Red fluor: compound fluoresces in the Texas Red spectral region | 0.06% of 59,000 active | AID 587 | max dye-equivalent concentration, M | Compound fluorescence, Texas Red channel, 547/618 nm; stronger effect = higher value; in the data active = max dye-equivalent concentration above about 10 nM; inconclusive = between about 1.1 nM and that limit
#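 Pin-transferred compounds and Texas Red standards go into 100 mM Tris buffer, pH 8.0. After 15 min at room temperature, plates are imaged with 547/618 nm filters. Each value is a dye-equivalent concentration derived from the per-plate dye curve.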
# Casp7 inh: allosteric or competitive inhibitors of human caspase-7. P55210. recombinant caspase-7, Ac-DEVD-AFC fluorescence rate. Potency, µM (top dose mostly 57.5 µM), without a hit: at the top dose activity change, negative = inhibition, hits mostly inhibitors. 0.02% of 75,000 active; active = well fitted inhibition curve with a large enough effect in the main read-out, with a control signal flat, not every such curve was filed as active; inconclusive = small, poorly fitted or top-dose-only effect, or a change in a side signal; also: potency is read from the fitted curve at half-maximal effect; % of control where 0% means no effect
# Rhodamine fluor: compound fluoresces in the rhodamine spectral region; Rhodamine-region fluorescence, 547/598 nm, Tris buffer; stronger effect = higher value; max dye-equivalent concentration, M; 0.05% of 59,000 active; AID 594; in the data active = max dye-equivalent concentration above about 11 nM; inconclusive = between about 1.1 nM and that limit
#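 qHTS spectral profiling of compounds without any target or enzyme present, in pH 8.0 Tris buffer; plates were read after a 15-minute room-temperature incubation using the rhodamine-region filter set.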
# 4MU fluor: compound fluoresces in the 4-MU spectral region; max dye-equivalent concentration, M; AID 589; compound autofluorescence, 340/450 nm, 4-MU equivalents; stronger effect = higher value; 11% of 59,000 active; in the data active = max dye-equivalent concentration above about 10 nM; inconclusive = mostly about 1.1 nM to 9.6 nM
#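 Intrinsic fluorescence at 340/450 nm (ex/em) was read after 15 min at room temperature in pH 8.0, 100 mM Tris. Each compound concentration expressed as 4-MU-equivalent concentration from a six-point 4-MU standard series on each plate.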
# Active calls of the source: *; i = inactive; ? = inconclusive; nt = not tested or not shown; & = joins results of further samples; [ ] = another dose, or the depositor's remark. Unless noted, calls follow the shape of the dose curve; as a rule, active = well fitted curve in the direction sought with a large enough effect; inconclusive = small, poorly fitted or top-dose-only effect, or another doubt; inactive = no such curve, though single readings can be large; an effect the other way counts as inactive or inconclusive.
SMILES,Fluorescein autfl,HEK293 cAMP ctrl,A350 autofl,BRCT inh red,USP2a inhib,BRCT PPI green,Casp1 inh,Texas Red fluor,Casp7 inh,Rhodamine fluor,4MU fluor
O=C(c1cc2cc(Cl)cc(Cl)c2oc1=O)N1CCOCC1,i,-4%,?,1.1%,-2%,-2.0%,0%,?,0%,i,?
Cc1cc(OCC(=O)Nc2ccncc2)ccc1Br,nt,?,nt,-4.4%,29%,-4.2%,-7%,nt,0%,nt,nt
COCCN(CCOC)C(=O)c1sc2nc(-c3ccccc3)cn2c1C,i,14%,i,-0.7%,7%,-0.1%,0%,i,3%,i,i
O=C(NCCCN1CCCC1=O)c1ccc(Cl)c(NS(=O)(=O)c2ccc(F)cc2)c1,?,-7%,i,1.3%,-1%,-1.3%,2%,i,0%,i,i
O=S(=O)(c1ccccc1)c1nc(-c2ccco2)oc1N1CCCCCC1,i,?,i,-3.6%,-13%,-0.9%,-3%,?,-1%,i,i
COCCn1c(C)cc(C(=O)CSc2nnc3ccccn23)c1C,nt,11%,nt,0.4%,nt,-0.5%,0%,nt,-3%,nt,nt
CCc1c(C(=O)NCc2ccccc2Cl)[nH]c(C)c1C(C)=O,i,12%,i,-0.3%,21%,-1.4%,-8%,i,-4%,i,i
COc1ccc(C)cc1NC(=O)c1cc2ccccc2o1,?,20µM*,6.9e-08M*,-0.1%,-9%,-1.5%,-4%,i,-2%,i,5.1e-08M*
Cc1cccc(C)c1[N+](=O)[O-],nt,29%,nt,1.2%,nt,-1.8%,-2%,nt,-1%,nt,nt
CCNS(=O)(=O)c1cc(Br)ccc1OC,i,4%,i,0.2%,1%,0.3%,2%,i,-1%,i,i

# The closing three entries of the part before open the next one:
SMILES,Fluorescein autfl,HEK293 cAMP ctrl,A350 autofl,BRCT inh red,USP2a inhib,BRCT PPI green,Casp1 inh,Texas Red fluor,Casp7 inh,Rhodamine fluor,4MU fluor
COc1ccc(C)cc1NC(=O)c1cc2ccccc2o1,?,20µM*,6.9e-08M*,-0.1%,-9%,-1.5%,-4%,i,-2%,i,5.1e-08M*
Cc1cccc(C)c1[N+](=O)[O-],nt,29%,nt,1.2%,nt,-1.8%,-2%,nt,-1%,nt,nt
CCNS(=O)(=O)c1cc(Br)ccc1OC,i,4%,i,0.2%,1%,0.3%,2%,i,-1%,i,i
CCOC(=O)CCn1c(CC(=O)OCC)nc2ccccc21,i,23%,?,0.8%,5%,-2.6%,0%,?,-4%,i,i
NS(=O)(=O)c1ccc(CNC(=O)NC2(c3ccccc3)CC2)cc1,nt,11%,nt,-1.6%,nt,1.5%,-3%,nt,0%,nt,nt
CNC(=O)NCC12CC3CC(CC(C3)C1)C2,?,-4%,i,-0.3%,-6%,1.2%,0%,?,1%[0.00368 µM],i,i
O=C(/C=C/c1ccccc1)N1CCCC1CO (stereo unspecified),nt,?,nt,1.5%[15.4 µM],nt,-0.5%[15.4 µM],-3%[11.5 µM],nt,-2%[11.5 µM],nt,nt
COc1ccc2occ(NC(C)=O)c2c1,i,?,i,0.3%,-4%,-2.4%,-7%,i,-4%,i,i
O=C(CSc1ncn(-c2ccccc2)n1)NCc1ccccc1,?,5%,i,0.4%,17%,-1.1%,0%,i,-1%,i,i
COC(=O)c1ccc(CSc2nc3c(c(=O)n2-c2ccc(C)cc2)SCC3)o1,nt,-4%,nt,-0.1%,nt,-1.2%,-3%,nt,1%,nt,nt
O=C(c1cccc(S(=O)(=O)N2CCCCC2)c1)N1CCCCC1,i,22%,i,-0.5%,3%,3.2%,1%,?,-2%,i,i
Cc1cc(OCC(=O)Nc2cc(-c3nn4c(C)nnc4s3)ccc2C)ccc1Cl,nt,0%,nt,1.0%,nt,-0.6%,-3%,nt,0%,nt,nt
COc1cccc2cc(C(=O)N(C)C)c(=O)oc12,?,9%,?,-0.5%,-8%,-1.4%,2%,i,1%,i,i
Cc1ccc(N2CC(C(N)=O)CC2=O)cc1C (stereo unspecified),?,4%,i,-0.8%,-6%,1.4%,0%,i,-1%,i,i
CC(=O)Nc1ccc2oc(-c3ccccc3Br)nc2c1,i,15%,?,-0.5%,11%,1.1%,-1%,i,-1%,i,?
O=P(O)(CCCP(=O)(O)CCc1ccccc1)CCc1ccccc1,?,4%,i,0.4%,5%,0.8%,2%,i,0%,i,i
O=C(O)C1=CCNCC1,i,1%&5%,i,2.2%&-0.6%&0.6%,-9%&4%,-0.6%&0.0%&-1.4%,-2%&-3%&7%,?,-1%&1%&1%,i,i
CC(=NCc1ccco1)c1c(O)n(C2CCCCC2)c(=O)[nH]c1=O,?,3%,i,-1.4%,11%,4.1%,-3%,i,-3%,i,i
O=c1cc(O)cc(/C=C\c2ccc(O)c(O)c2)o1,?,?,4.8e-08M*,-8.3%,-4%,5.1%,-4%,i,?,i,5.3e-08M*
Cc1c(NC(=O)C2CC(c3c(F)cccc3Cl)=NO2)c(=O)n(-c2ccccc2)n1C (stereo unspecified),i,-2%,i,-0.2%,3%,0.3%,0%,i,2%,i,i
CC(C)(C)n1ncc2c(=O)n(Cc3c(F)cccc3Cl)cnc21,i,?,i,1.5%,1%,-0.7%,0%,i,-2%,i,i
Cn1c(SCC(=O)N2CCOCC2)nnc1-c1ccccc1,i,1%,?,-0.2%,4%,-2.2%,1%,i,-1%,i,i
Cc1cc(S(=O)(=O)N2CCCC2)ccc1OCC(=O)NCc1ccco1,i,2%,i,-2.1%,3%,-1.2%,-3%,i,-1%,i,i
CCOc1ccc(-c2cc(CCCC(=O)NCCCOC)no2)cc1,i,29%,?,-0.6%,-3%,0.2%,0%,?,-1%,i,i
CCOC(=O)N1CCN(C(=O)CNS(=O)(=O)c2cccs2)CC1,i,?,i,-0.8%,-8%,0.0%,1%,i,3%,i,i
COc1ccccc1Nc1ncnc2ccccc12,?,13%,i,1.0%,-1%,-1.2%,-1%,i,1%,i,i
CC(C)Sc1nc(O)c(Cc2ccccc2)c(=O)[nH]1,nt,?,nt,-0.8%,1%[7.66 µM],1.6%,-1%,nt,2%,nt,nt
Nn1nnc2ccccc21,?,1%,i,-2.7%,0%,1.0%,1%,i,1%,i,i
CCOC(=O)c1ccc2[nH]cc(C(C)=O)c(=O)c2c1,2.2e-08M*,-6%,2.5e-08M*,-1.1%,6%,12%,-16%,i,-13%,i,2.6e-08M*
CCc1nc(C)ccc1OCC(=O)O,i,1%,i,-1.1%,-7%,-1.5%,2%,i,2%,i,i
O=C(O)c1sccc1S(=O)(=O)c1ccccc1,i,15%,i,-0.8%,-4%,0.6%,1%,i,0%,i,i
CN(C)c1ncnc2ccc(-c3cccnc3)cc12,i,15%,i,-1.0%,-9%,-0.1%,-5%,i,-6%,i,i
CCN(C(=O)c1c(OC)cccc1OC)c1nnc(-c2cccnc2)s1,i,7%,i,-0.1%,68%[activator],1.3%,-1%,i,-1%,i,i
O=C(CN1C(=O)CCC1=O)Nc1nc(-c2cccs2)cs1,?,5%,i,1.0%,4%,-4.5%,2%,i,0%,i,i
CCC(CC)C(=O)NCc1ccccc1Cl,?,15%,i,1.2%,-3%,-0.4%,0%,i,-1%,i,i
O=C(NCCN1CCN(C(=O)NC2CCCCC2)CC1)NC1CCCCC1,?,16%,?,-0.1%,-8%,-0.9%,2%,i,-1%,i,i
Cn1c(=O)c2c(ncn2CC(=O)N(Cc2ccccc2)c2ccccn2)n(C)c1=O,i,1%,i,-1.5%,-1%,-1.4%,0%,i,1%,i,i
COC(=O)c1nnn(-c2nonc2N)c1CSc1ccccn1,i,32µM*,i,-2.4%,?,3.1%,0%,i,-5%,i,i
COc1cc(O)cc(OC)c1OC,nt,nt,nt,1.3%,-19%,-2.1%,-1%,nt,0%,nt,nt
CCOC(=O)c1cnc(SCC(=O)NCc2ccco2)nc1N,i,12%,i,0.1%,-1%,-3.0%,-1%,i,0%,i,i
c1ccc(CNC2=NCCCCC2)cc1,i,3%,i,-0.3%,0%,1.1%,0%,i,-1%,i,i
CCCNC(C)(C)COC(=O)c1ccccc1,?,4%[25.6 µM],i,0.8%[34.4 µM],-7%[17.1 µM],-1.3%[34.4 µM],-3%[25.7 µM],i,2%[25.7 µM],i,i
N/C(=N\c1nc2c(c(=O)[nH]1)CCCC2)Nc1ccccc1,i,0%,i,-0.2%,9%,2.3%,3%,i,-2%,i,i
CC(C)(C)n1nc2c(c1NC(=O)c1ccco1)CS(=O)C2 (stereo unspecified),i,?,i,0.9%,-3%,-3.8%,0%,i,3%,i,i
COc1ccc(CCN2C(=O)c3cccnc3C2=O)cc1OC,i,3%,i,0.5%,-4%,-0.8%,-1%,i,7%,i,i
COc1cccc(-c2nnc(NC(=O)Cc3cccs3)s2)c1,i,5%,i,-0.4%,19%,-1.6%,-4%,i,-14%,i,i
Cc1ccc(S(=O)(=O)n2nc(-c3ccco3)nc2SCc2ccccc2)cc1,?,21%,i,0.5%,4%,-2.1%,0%,i,0%,i,i

# High-throughput results from PubChem BioAssay.

# These rows are one share of the data. The share of hits here may be higher or lower than overall.
